GPR151 activ: human GPR151 activation. activation, % at 11.2 µM. PathHunter beta-arrestin GPR151 cells, luminescence. actives 1% (n = 650,000); in the data active = activation above about 4.9%;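 also: 0% = median of compound wells and 100% = cells with positive control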
Target sequence (Q8TDV0 whole entry, looked up): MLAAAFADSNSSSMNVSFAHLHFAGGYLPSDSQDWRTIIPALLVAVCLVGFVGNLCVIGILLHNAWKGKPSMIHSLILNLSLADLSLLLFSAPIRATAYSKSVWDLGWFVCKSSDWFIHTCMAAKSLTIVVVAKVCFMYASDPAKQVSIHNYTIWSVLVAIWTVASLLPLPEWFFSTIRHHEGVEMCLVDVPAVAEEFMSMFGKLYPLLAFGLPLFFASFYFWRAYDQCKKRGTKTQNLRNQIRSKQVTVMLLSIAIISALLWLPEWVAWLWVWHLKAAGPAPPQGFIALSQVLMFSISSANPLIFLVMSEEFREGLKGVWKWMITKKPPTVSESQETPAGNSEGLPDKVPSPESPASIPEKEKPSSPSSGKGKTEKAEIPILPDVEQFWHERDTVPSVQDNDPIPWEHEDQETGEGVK
FBW7 act: human FBW7 E3 ligase activation, primary screen. Q969H0. AlphaScreen FBW7–phospho-cyclin E peptide binding, activator screen. normalized activity (activation), % at 26.1 µM. actives 0.13% (n = 650,000). AID 1259310; in the data active = normalized activity above about 1.9%;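 also: purified mutant Fbw7 with reduced substrate affinity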
MITF primary: blocks human microphthalmia-associated transcription factor. actives 0.91% (n = 650,000). AlphaScreen MITF homodimerization, bead proximity signal. AID 1259374. O75030. inhibition, % at 2.6 µM; in the data active = inhibition above about 50%;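 also: 0% = vehicle wells with protein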
Target sequence (O75030 whole entry, looked up): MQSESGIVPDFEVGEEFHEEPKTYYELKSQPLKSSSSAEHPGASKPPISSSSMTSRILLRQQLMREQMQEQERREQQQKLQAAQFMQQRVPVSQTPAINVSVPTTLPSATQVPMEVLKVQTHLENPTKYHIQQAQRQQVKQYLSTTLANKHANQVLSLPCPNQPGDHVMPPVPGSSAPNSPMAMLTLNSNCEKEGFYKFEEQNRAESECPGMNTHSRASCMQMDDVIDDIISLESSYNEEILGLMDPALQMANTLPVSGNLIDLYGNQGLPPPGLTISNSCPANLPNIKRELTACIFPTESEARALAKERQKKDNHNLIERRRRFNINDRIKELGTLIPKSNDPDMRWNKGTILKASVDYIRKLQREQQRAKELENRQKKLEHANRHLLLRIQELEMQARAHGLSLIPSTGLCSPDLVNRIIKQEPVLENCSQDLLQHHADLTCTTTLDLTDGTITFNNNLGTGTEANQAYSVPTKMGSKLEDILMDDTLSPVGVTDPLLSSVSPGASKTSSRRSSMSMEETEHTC
TEAD-YAP block: TEAD-YAP interaction inhibition. HEK-TIYL cells, TEAD-Gal4/YAP UAS-luciferase luminescence. inhibition, % at 9.12 µM. actives 1.4% (n = 640,000). AID 1259422; in the data active = inhibition above about 32%;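 also: 0% = median of test compound wells and 100% = reference inhibitor wells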
* hit, by the source's call.

Sequence of screens – GPR151 activ, FBW7 act, MITF primary, TEAD-YAP block
COc1ccc2nc(SCC(=O)Nc3cccc(NC(=O)CSc4nc5ccc(OC)cc5[nH]4)n3)[nH]c2c1
→ 2.3, 0.5, -9, -11
COCCN(CCOC)S(=O)(=O)c1ccc(C(=O)Nc2nc3ccc(OC)cc3s2)cc1
→ 2.2, 0.1, 5, -4
Cc1ccc(-n2c(C)c(C=O)c(C=O)c2C)cc1
→ 0.6, 0.2, 16, 2
O=C(NNS(=O)(=O)c1ccccc1)C1COc2ccccc2O1 (configuration not stated)
→ 0.5, 0.2, -2, 1
O=C1CCCN1CCC1CCN(C(=S)Nc2ccc(F)cc2)CC1
→ -0.9, 0.7, 20, 3
COCCN1C(=O)CC(NNC(=O)COc2ccc(OCc3ccccc3)cc2)C1=O (configuration not stated)
→ -2.6, 0.0, -6, 3
COc1nc(Nc2c(C)cccc2C)nc(OC)n1
→ 2.3, -0.1, -8, -8
Cc1ccc2c(CNCc3ccc4c(c3)OCO4)c(C(=O)O)n(Cc3ccccc3)c2c1
→ -1.0, 0.3, 5, 1
N#CCSc1nc2c(sc(=S)n2-c2ccccc2)c(=O)n1-c1ccccc1
→ 2.2, -0.3, -5, 12
O=C(NN=C1CCCCCCC1)C(=O)NC1CCCCC1
→ 0.4, 0.0, 1, -3
CC(C)C[C@H]1NC(=O)[C@@H]2C[C@H](NCc3cccc4cccnc34)CN2C1=O
→ -1.1, 0.2, -4, 6
COc1cccc(Nc2ncnc3c2cnn3-c2ccc(C)cc2C)c1
→ 2.4, -0.2, 1, -32
Cc1cn(C2OC(CO)C(O)C2O)c(=O)[nH]c1=O (configuration not stated)
→ -0.5, 0.0, -3, -4
CCc1c(C)sc(NC(=O)c2ccc(Br)cc2)c1C(N)=O
→ 0.4, 0.7, -3, -80
COc1ccc(Cl)cc1-c1nc(SCC(=O)N(C(C)C)C(C)C)n[nH]1
→ 1.7, -0.1, -3, 3
Cc1cc(Cl)ccc1-n1c(C)cc(C=O)c1C
→ -0.4, 0.1, 21, 5
Cc1nc2sc(C(c3ccc(F)c(F)c3)N3CCOCC3)c(O)n2n1 (configuration not stated)
→ -0.1, 0.9, 12, 1
Cc1cccc(N2C(=O)/C(=C/c3ccc4c(c3)OCO4)N=C2c2ccc(Br)cc2)c1
→ 0.9, -0.3, -19, -1
Cc1ccc(NC(=O)CSCC(=O)O)c(C)c1
→ -0.8, 0.1, 8, 5
CCn1c(SCC(=O)c2ccccc2)nc2c(c1=O)SC(C)C2 (configuration not stated)
→ 5.3*, -0.2, 7, 10
Cn1c(=O)c2c(nc(SCC(N)=O)n2CCCc2ccccc2)n(C)c1=O
→ 0.5, 0.5, 18, 1
COc1cc(OC)cc(C(=O)Nc2ccc(-c3cn4nc(OC)ccc4n3)cc2)c1
→ -1.1, 0.6, -7, 2
CC(=O)N1CCC(=O)Nc2c1cc(Br)cc2[N+](=O)[O-]
→ 1.2, -0.1, -11, 0
CCCC1C(=O)C(C)C(c2ccccc2)NC1c1ccccc1 (configuration not stated)
→ 0.8, -0.1, -5, -13
Clc1cc(Br)ccc1OCc1nc(-c2ccncc2)no1
→ -0.1, 0.0, -10, -76
COc1ccc(CNC(=O)c2ccc3c(=O)n(Cc4ccc(Cl)cc4)c(=S)[nH]c3c2)cc1
→ 0.6, 0.1, -3, 0
CS(=O)(=O)N(CC(=O)N1CCc2ccccc2C1)c1ccc(F)cc1
→ 4.0, 0.0, 0, 3
COc1cccc2cc(C(=O)N3CCC(C(N)=O)CC3)c(=O)oc12
→ -1.8, 0.8, 22, -10
O=C(CCCCCN1C(=O)c2cccc([N+](=O)[O-])c2C1=O)Nc1ccccc1C(F)(F)F
→ -0.9, -0.1, 3, 3
O=C(NCc1cccs1)NCC1CC(=O)N(Cc2ccc(F)cc2)C1 (configuration not stated)
→ 1.6, 0.0, -12, 0
c1ccc(Nc2c3c(nc4nncn24)CCC3)cc1
→ 1.0, 0.7, 11, 2
CCc1ccc(-c2csc3ncn(CC(=O)Nc4cc(OC)ccc4OC)c(=O)c23)cc1
→ -0.1, -0.1, -3, 11
O=[N+]([O-])c1cccc(-c2ccc(CO)o2)c1
→ -1.9, 0.5, 26, -5
O=C(/C=C1\SC(=O)NC1=O)Nc1ccccc1C(=O)O
→ -1.3, -0.2, -6, 5
Cc1cc(Cl)ccc1OCC(=O)Nc1ccc2c(c1)OCO2
→ -1.3, 0.1, 3, -6
Cc1c(C(=O)Nc2ccc3c(c2)OCCO3)sc2ncn(C)c(=O)c12
→ -0.9, -0.2, 5, -38
O=[n+]1cc(-c2ccc(Cl)cc2)n([O-])c2c1CCCCC2
→ -0.4, -0.3, -12, -19
COc1ccccc1CNC(=O)CSc1ncccc1C(=O)NC(c1ccccc1)c1ccccc1
→ -0.9, -0.1, -6, 2
CCOC(=O)C1(Cc2cccc(F)c2)CCN(C(=O)Cn2cnnn2)CC1
→ 1.7, -0.1, 3, 6
CCc1nnc(NC(=O)CSc2nnc3nc(C)cc(C)n23)s1
→ -0.4, 0.0, 8, 1
CCN1C(=O)C(O)(CC(=O)c2ccc(Cl)cc2)c2ccccc21 (configuration not stated)
→ 0.6, -0.1, 11, 3
O=C(NCCOc1ccc(Cl)cc1)C(=O)NC1CC1
→ 0.0, -0.1, -12, -2
CSc1ccc(/C=C2/N=C(c3cccc(Cl)c3Cl)OC2=O)cc1
→ -0.3, -0.1, 0, -6
O=C(O)c1ccc(-n2c(/C=C\c3ccc([N+](=O)[O-])cc3)nc3ccccc3c2=O)cc1
→ 0.3, 0.1, 3, 7
CCCCCNC(=O)[C@@H](NC(=O)c1ccc(Cl)cc1)C(C)C
→ 1.2, 0.0, -3, -22
O=C(c1ccc(Br)cc1)N1N=CCC1(O)C(F)(F)F (configuration not stated)
→ -0.9, -0.3, 4, -6
CCCOc1cccc(C(=O)Nc2ccccc2C(N)=O)c1
→ 0.7, 0.1, 18, -15
Cc1cc(I)ccc1NC(=O)C(=O)NCc1ccccc1
→ 0.5, 0.0, -3, -18
O=C(COc1ccccc1[N+](=O)[O-])Nc1cc(C(F)(F)F)ccc1N1CCCC1
→ -1.2, 0.8, -54, 1
O=C(CC1CC2CCC1C2)NNC(=O)c1cc(-c2ccco2)nc2ccccc12 (configuration not stated)
→ 0.5, 0.1, 6, 6
CN(C)CCOc1cc(-c2cn[nH]c2)c(F)cc1NC(=O)[C@H]1Cc2ccccc2CN1C(=O)CN(C)C
→ -1.7, -0.2, -10, -14
O=C(CNc1cccc([N+](=O)[O-])c1)NNC(=S)Nc1ccccc1Cl
→ 0.4, 0.6, 6, -2
CC(=O)N1CCc2c(sc(NC(=O)c3cc([N+](=O)[O-])ccc3Cl)c2C#N)C1
→ 0.8, -0.1, 1, 29
COc1ccc(C2C3=C(CC(c4ccc(C(C)(C)C)cc4)CC3=O)Nc3ccccc3N2C(C)=O)cc1OC (configuration not stated)
→ 0.4, 0.3, 9, 3
COc1cccc(N2CCN(c3ncnc4c3cnn4-c3ccc(C)cc3C)CC2)c1
→ 1.5, 0.0, 11, -4
CC(C)C(=O)NCCc1nnc2n1CCN(Cc1ccc(N(C)C)cc1)CC2
→ 0.3, 0.0, 5, 0
Cc1nc2nc(SCC(=O)Nc3ccccc3C(F)(F)F)nn2c(C)c1Cc1ccccc1F
→ -1.6, 0.7, 8, 7
CN(C)c1nc(SCC(=O)NN)nc(N(C)C)n1
→ 1.5, 0.0, 2, 12
COc1cccc(OCCSc2nnc3sc4ccccc4n23)c1
→ -0.5, -0.2, -1, -13
O=C(NCCCl)Nc1cccc(Br)c1
→ 2.1, 0.0, -2, -1

Entries listed so far that contain two or more sulfur atoms (6):
Sequence of screens – GPR151 activ, FBW7 act, MITF primary, TEAD-YAP block
COc1ccc2nc(SCC(=O)Nc3cccc(NC(=O)CSc4nc5ccc(OC)cc5[nH]4)n3)[nH]c2c1
→ 2.3, 0.5, -9, -11
COCCN(CCOC)S(=O)(=O)c1ccc(C(=O)Nc2nc3ccc(OC)cc3s2)cc1
→ 2.2, 0.1, 5, -4
N#CCSc1nc2c(sc(=S)n2-c2ccccc2)c(=O)n1-c1ccccc1
→ 2.2, -0.3, -5, 12
CCn1c(SCC(=O)c2ccccc2)nc2c(c1=O)SC(C)C2 (configuration not stated)
→ 5.3*, -0.2, 7, 10
CCc1nnc(NC(=O)CSc2nnc3nc(C)cc(C)n23)s1
→ -0.4, 0.0, 8, 1
COc1cccc(OCCSc2nnc3sc4ccccc4n23)c1
→ -0.5, -0.2, -1, -13

Next section
Sequence of screens – GPR151 activ, FBW7 act, MITF primary, TEAD-YAP block
Oc1ccc(-c2[nH]ncc2-c2cnn(-c3ccccc3)c2)c(O)c1O
→ -0.8, -0.5, 16, 4
N#CCO/N=C(\c1ccccc1)c1ccncc1
→ 0.9, 0.9, 8, -6
CCN(CC)CCNC(=O)c1ccc2nc(N3CCCCC3)sc2c1
→ 0.2, 0.1, 6, -43
CCCNC(=O)C(=O)c1c(C)[nH]c2ccccc12
→ 0.7, -0.1, 11, 8
COc1cccc(NC(=O)CN(c2cc(OC)ccc2OC)S(=O)(=O)c2ccccc2)c1
→ 0.8, 0.2, 12, 1
CCCCOc1ccc2ccc(=O)oc2c1
→ 2.6, -0.1, 1, -4
Cc1cccc2sc(N3CCN(C(=O)C4CCCN4S(=O)(=O)c4cccs4)CC3)nc12 (configuration not stated)
→ -0.2, 0.0, -3, 1
CC1CC(C)CN(c2csc3ccc(F)cc3c2=O)C1 (configuration not stated)
→ -1.0, -0.1, -16, -5
CC(C)(C)C(=O)Nc1nc(-c2cc(Cl)sc2Cl)cs1
→ 2.2, 0.2, 6, -55
O=C(NCC(c1ccc2c(c1)OCO2)N1CCOCC1)OCc1ccccc1 (configuration not stated)
→ 1.9, 0.1, 15, -6
Cc1ccc2c(c1)c1c3n2CCN(C(=O)CN2CCN(C(=O)c4ccco4)CC2)C3CCC1 (configuration not stated)
→ -0.6, 0.1, -10, -7
COc1ccccc1CN1C(=O)c2ccncc2C1=O
→ -0.4, 0.9, 20, -8
COc1ccc(C(=O)Nc2ccc(C(=O)OCC(=O)c3ccc([N+](=O)[O-])cc3)cc2)cc1
→ 0.8, 0.0, -6, -2
Cc1c(N2C(=O)/C(=C/c3ccccc3)SC2=S)c(=O)n(-c2ccccc2)n1C
→ 0.2, -0.1, 3, 17
CN(C)c1ccc(/C=N/Nc2ccc(C(F)(F)F)cn2)cc1
→ -1.8, -0.1, 5, -49
C=CCOC(=O)C1=C(C)NC2=C(C(=O)CC(C)(C)C2)C1c1ccccc1Cl (configuration not stated)
→ 0.1, 0.1, -2, 5
CC(C)(C)NS(=O)(=O)c1ccc(NC(=O)c2cccc([N+](=O)[O-])c2)cc1
→ -0.8, 0.0, 26, 15
CC(C)c1ccc(NC(=O)CSc2nc3[nH]ncc3c(=O)n2-c2ccccc2)cc1
→ 4.4, -0.1, 3, 39*
Cc1cc(NC(=O)c2ccncc2)c2cc(F)cc(F)c2n1
→ -1.5, -0.1, -10, 4
O=C(N/N=C/c1ccccc1F)c1ccccc1Cl
→ -1.5, -0.1, -4, -48
COc1ccc(C2=N/C(=C/c3ccccc3Cl)C(=O)O2)cc1OC
→ 1.1, 0.1, -9, 8
CCCCc1ccc(C(=O)CSc2nc(C)cc(C)c2C#N)cc1
→ -1.3, 0.3, 10, -5
C=C(C)CN(CC)C(=O)C1CC(=O)c2sc(NC(=O)C3CCC3)nc2C1 (configuration not stated)
→ -1.7, 0.1, 12, -4
CCn1cc(C(=O)N2Cc3ccc(OC)cc3OC(C)C2)cn1 (configuration not stated)
→ 0.1, -0.1, 2, 21
CCN(CCCNC(=O)CNC(=O)c1nn(-c2ccc(OC)c(OC)c2)c(=O)c2ccccc12)Cc1ccccc1
→ -0.1, 0.1, -4, -4
Cc1ccc(NC(=S)N(CC(N)=O)C(C)C)cc1C
→ -0.5, 0.3, -8, 2
O=C(NCCc1nnc2n1CCN(C(=O)CCOc1ccccc1)CC2)c1cccnc1
→ -1.0, 0.8, -367, 4
COc1cc(-c2cn(S(=O)(=O)c3cccc4nsnc34)nc2N)cc(OC)c1OC
→ -0.8, -0.1, 0, -10
CCCS(=O)(=O)NCCS(=O)(=O)N1CCN(c2cccc(Cl)c2)CC1
→ 0.7, -0.2, 3, 1
COc1ccc(-c2noc(-c3nnn(-c4ccc(C)c(C)c4)c3N)n2)cc1
→ -1.0, 0.0, -2, -1
O=C(Cc1ccc(Cl)cc1)N1CCN(c2ccccn2)CC1
→ 1.5, 0.0, 8, -15
CC1=C(C(=O)OCc2ccccc2)C(c2cccc([N+](=O)[O-])c2)N2C(=O)CCSC2=N1 (configuration not stated)
→ 0.3, 0.0, 1, -1
Cc1cc2c(NCCc3ccccc3)ncnc2s1
→ -0.8, -0.1, 4, -6
Cc1ccccc1NC=C1C(=O)OC2(CCCCC2)OC1=O
→ 0.2, -0.1, -2, -2
CCCCc1nnc(SCC(=O)NC(C)(C)C)n1C
→ -1.0, -0.1, -5, 0
Cc1ccc(CN2CCN(CC(O)COc3ccc(OCC(O)CN4CCN(Cc5ccc(C)cc5)CC4)cc3)CC2)cc1 (configuration not stated)
→ -1.9, 0.0, 0, -8
O=C(O)/C=C/c1cccc(OCc2ccccc2)c1
→ -8.1, 0.0, -3, -2
COc1ccc(/C=C/C(=O)NCCc2csc(-c3ccc(C)cc3)n2)cc1OC
→ -0.7, 0.0, 4, 9
CCOC(=O)c1ccc(NC(=S)NNC(=O)c2ccc(Br)s2)cc1
→ 0.8, 0.1, 6, 0
CCOc1cccc(C(=O)Nc2ccc(N3CCN(C(C)=O)CC3)cc2)c1
→ 0.2, 0.1, -3, -7
COc1ccccc1CN1CCC(C(=O)NC2CCCCCC2)CC1
→ 0.8, -0.1, 0, -3
Nc1ccnc2cc(-c3ccccc3)nn12
→ -1.5, 0.0, -5, -22
O=C(NCCc1ccccc1)c1ccc(Br)o1
→ -0.8, 0.3, 0, -52
